tim10-1 inh – tim10-1 yeast growth inhibition. S. cerevisiae tim10-1 ts strain growth, BacTiter-Glo, 24 h. 330,000 compounds, 2.2% hits. inhibition, % at 20 µM. AID 463190;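 active = inhibition of at least 40%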;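 also: mutant grown at 25 °C; 0% = DMSO wells with yeast and 100% = wells holding no yeast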
GRIN3A LBD mod – modulators (binders) of human NR3A ligand-binding domain. Tm shift relative to glycine control, % at 25 µM. AID 1259313. 340,000 compounds, 2.5% hits. NR3A LBD differential scanning fluorimetry, Tm shift; 0% = protein alone, 100% = glycine-bound protein;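 active = melting temperature shift of at least 10% of the positive control shift, at one fixed dose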
TIM10 inh – TIM10 yeast growth inhibition; S. cerevisiae TIM10 strain growth, BacTiter-Glo luminescence, 24 h; 330,000 compounds, 1.4% hits; inhibition, % at 10 µM; AID 463195;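 active = inhibition of 40% or more at the single tested concentration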;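 also: wild-type TIM10 isogenic control strain grown at permissive 25 °C; 0% = DMSO yeast wells and 100% = minimal medium wells without yeast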
MPTP inh – permeability transition pore inhibition. isolated mouse mitochondria, Ca2+ swelling absorbance, 30 min. 360,000 compounds, 1.4% hits. inhibition, % at 10 µM;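 active = inhibition of 50% or more, scaled per plate between neutral and stimulator controls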;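 also: 0% = DMSO wells given calcium and 100% = 1 mM EGTA wells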
APJ antag – APJ receptor antagonism; P35414; CHO-K1 APJ beta-arrestin complementation, luminescence; inhibition, % at 20 µM; 330,000 compounds, 0.32% hits;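 active = inhibition above about 40% at 20 µM, limit read from the data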;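 also: cells challenged with 10 nM apelin-13 agonist together with compound; plate controls were apelin-13 plus DMSO wells for no effect and DMSO wells lacking apelin-13 for full effect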
Target sequence (P35414 whole entry, looked up): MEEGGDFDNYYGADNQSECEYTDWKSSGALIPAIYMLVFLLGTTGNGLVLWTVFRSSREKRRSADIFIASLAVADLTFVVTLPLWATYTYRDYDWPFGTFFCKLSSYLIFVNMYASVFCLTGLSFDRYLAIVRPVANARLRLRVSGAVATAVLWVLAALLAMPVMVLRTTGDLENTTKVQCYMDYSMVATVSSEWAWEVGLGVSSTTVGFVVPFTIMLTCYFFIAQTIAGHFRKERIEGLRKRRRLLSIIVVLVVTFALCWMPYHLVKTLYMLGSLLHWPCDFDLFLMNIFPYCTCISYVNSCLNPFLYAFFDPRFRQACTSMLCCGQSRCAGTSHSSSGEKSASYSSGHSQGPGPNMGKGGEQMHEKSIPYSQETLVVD
beta cell repl – MIN6 beta-cell proliferation induction | MIN6 cells proliferation, ATPlite luminescence, 48 h; cells starved in 0.2% serum; 100% = growth in 10% serum | proliferation, % at 10 µM | 330,000 compounds, 0.29% hits | AID 2380;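 active = compounds whose signal lies at least 3.5 SD above the mean of all wells on their plate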;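 also: 0% = DMSO-treated cells in low-serum medium and 100% = 10% serum control; some compounds called inactive have numbers as strong as hits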
tim23-1 inh – tim23-1 yeast growth inhibition; S. cerevisiae tim23-1 growth, BacTiter-Glo luminescence, 24 h; inhibition, % at 20 µM; 330,000 compounds, 1.3% hits;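 active = growth inhibition of the mutant yeast at or above 50%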;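 also: temperature-sensitive mutant grown at 25 °C; plate controls were DMSO-treated mutant yeast for no effect and medium wells lacking yeast for full effect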
APJ agonist – APJ receptor agonism; CHO-K1 APJ PathHunter beta-arrestin, luminescence; 0% DMSO wells, 100% apelin; activation, % at 20 µM; 330,000 compounds, 0.11% hits;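 active = activation more than six SD over the plate average, tested at 20 µM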;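 also: 0% = DMSO alone and 100% = apelin-13 at 10 nM; some results filed as inactive read as strong as hits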
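Assay system – PathHunter CHO-K1 APJ (AGTRL-1) beta-arrestin reporter cells · Compound – one dose, 20 µM compound, 1% DMSO · Timing – compound 90 min 25 °C, reagent 1 h · Measured by – luminescence from split beta-galactosidase complementation, Galacton Star/Emerald II substrate · Measure – beta-arrestin recruitment to APJ as agonist activity, luminescent signal · Benchmarks – DMSO vs Apelin-13 10 nM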
NLRP3 yeast inh – NALP3 inhibition in yeast; Yeast reconstituted NLRP3/ASC/caspase-1, beta-gal luminescence, 24 h; inhibition, % at 10 µM; 330,000 compounds, 0.39% hits; AID 2825;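 active = inhibition of 50% or more; inactive = inhibition below 50%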;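 also: plate controls were induced DMSO wells for no effect and uninduced yeast grown without galactose for full effect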
An asterisk follows results filed as active. Random draw from the library; 7.2% or so of the library scored in one or more.

Preview, 4 compounds:
SMILES,tim10-1 inh,GRIN3A LBD mod,TIM10 inh,MPTP inh,APJ antag,beta cell repl,tim23-1 inh,APJ agonist,NLRP3 yeast inh
C=CCn1c(N)cc(=O)nc1SC(CC)C(=O)Nc1ccc(C(C)=O)cc1 (stereo unspecified),-90,-2,-19,-2.0,-29,3,-1,-4,4
Cc1ccc([N+](=O)[O-])cc1-c1ccc(/C=N/NC(=O)c2cc3c(ccc4ccccc43)o2)o1,-14,6,5,3.1,9,-2,-8,-3,23
Cc1ccc(-c2nc(C#N)c(NCCN3CCCCC3)o2)cc1,7,-2,8,-3.1,-18,-2,-7,-4,0
CCN(CC)CCN1C(=O)c2ccccc2NC1c1ccc(N(C)C)cc1 (stereo unspecified),-2,6,2,-1.4,12,0,-6,-4,1

The whole of this part, from the first entry:
SMILES,tim10-1 inh,GRIN3A LBD mod,TIM10 inh,MPTP inh,APJ antag,beta cell repl,tim23-1 inh,APJ agonist,NLRP3 yeast inh
C=CCn1c(N)cc(=O)nc1SC(CC)C(=O)Nc1ccc(C(C)=O)cc1 (stereo unspecified),-90,-2,-19,-2.0,-29,3,-1,-4,4
Cc1ccc([N+](=O)[O-])cc1-c1ccc(/C=N/NC(=O)c2cc3c(ccc4ccccc43)o2)o1,-14,6,5,3.1,9,-2,-8,-3,23
Cc1ccc(-c2nc(C#N)c(NCCN3CCCCC3)o2)cc1,7,-2,8,-3.1,-18,-2,-7,-4,0
CCN(CC)CCN1C(=O)c2ccccc2NC1c1ccc(N(C)C)cc1 (stereo unspecified),-2,6,2,-1.4,12,0,-6,-4,1
O=C(O)c1cc2ccc3ccccc3c2oc1=O,10,-2,8,0.6,-12,0,4,-2,12
Cc1cc(C)n(-c2ccc(F)cc2)c(=O)c1C(=O)O,7,0,10,0.3,-9,0,11,-1,-8
Oc1ccc(Br)cc1/C=N/n1cnc2ccccc21,42*,-1,34,74*,-18,-4,33,5,13
O=C(c1ccc2c(=O)n(-c3ccccc3)c(=S)[nH]c2c1)N1CCN(c2ccccc2)CC1,-8,0,0,0.0,0,-1,0,-1,18
CCOc1cc(/C=N\NC(=O)Cc2ccccc2)ccc1OCC(=O)Nc1ccc(C)c(C)c1,-9,-1,-26,-2.4,-26,-6,-16,-4,4
c1ccc2c(Nc3nnc(-c4ccncc4)s3)cccc2c1,30,4,28,-0.8,-22,-4,36,8,36
Cc1nc(-c2ccc(C#N)cc2)cs1,22,-1,12,1.1,11,-1,15,-3,9
COC(=O)Nc1nnc(COc2ccccc2)s1,-10,6,1,4.5,9,-1,-8,-1,-3
CNC(=O)CCc1nc(-c2ccc(C(C)(C)C)cc2)no1,12,-1,6,-5.0,19,-1,11,-5,33
CCCN1C(=O)c2ccc(C(=O)NC3CCCCC3)cc2C1=O,9,1,0,-0.7,-5,-2,-10,-5,16
COC(=O)Cn1c(N)[n+](Cc2ccccc2)c2ccccc21,-4,-1,0,0.2,8,-2,-15,-5,11
Cc1noc(C)c1COc1cccc(C(=O)OC(C)C(=O)Nc2ccc3c(c2)OCO3)c1 (stereo unspecified),24,-1,8,4.3,12,-2,27,4,-3
O=C(Oc1cc(Cl)cc(Cl)c1)c1cnc2n(c1=O)CCS2,1,-1,4,25,-24,-4,18,4,-8
CC(C)(C)c1ccc(C2(C)NC(=O)N(CC(=O)c3ccc[nH]3)C2=O)cc1 (stereo unspecified),10,-12,2,0.3,-4,0,21,-1,11
C=CCn1c(SCC(=O)Nc2cc(Cl)ccc2C(=O)O)nc2sc(C)c(C)c2c1=O,7,8,13,7.1,-2,-7,7,-3,11
CCN(c1ccccc1)S(=O)(=O)c1ccc(OC)c(NC(=O)C2CC(=O)N(Cc3ccccc3)C2)c1 (stereo unspecified),-7,2,-20,3.3,13,-2,6,1,-3
Cc1cc(Cl)ccc1NC(=S)N1CCOCC1,9,-5,9,0.4,-6,1,0,-1,8
CC(=O)C(Sc1ccc2nnc(-c3ccc(F)cc3)n2n1)C(C)=O,3,4,-8,-1.7,-46,4,17,-3,13
O=C(CN1CCN(C(=O)C2CCCO2)CC1)Nc1c(Cl)cccc1Cl (stereo unspecified),-12,0,-4,-2.7,0,-2,4,10,9
O=C(Nc1nc2ccccc2s1)C1CC(=O)N(c2ccc(Br)cc2)C1 (stereo unspecified),49*,16*,46*,21,0,-4,73*,-4,15
Clc1ccc(-c2nn3cnnc3s2)c(Cl)c1,24,0,11,0.8,-1,0,17,3,-9
O=C(NNC(=S)NCc1ccccc1)c1cccc([N+](=O)[O-])c1,16,-7,18,1.2,19,2,-5,-3,14
O=C(COC(=O)c1ccc([N+](=O)[O-])s1)NCc1ccc(F)cc1,45*,-4,64*,-0.1,-23,-3,23,4,18
COc1ccc(OC)c(NC(=O)C2CCCNC2=O)c1 (stereo unspecified),-9,-10,-13,-0.6,-8,-1,8,0,7
CC(CCc1ccccc1)NC(=O)COC(=O)c1ccc(NC(N)=O)cc1 (stereo unspecified),-3,0,16,-0.3,4,-4,-1,-3,17
Cc1cc(-c2ccccc2)nc(SCc2ccc(C(=O)O)o2)n1,2,-4,-18,0.7,-16,-3,8,-4,28
COCC(C)n1c(COc2ccccc2F)nnc1SCC(=O)Nc1oc(C)c2c(C)n[nH]c(=O)c12 (stereo unspecified),5,1,-4,-3.1,3,-2,0,-2,5
CC1CCCCC1NC(=O)c1ccc(-n2cncn2)c([N+](=O)[O-])c1 (stereo unspecified),11,-1,-3,3.3,-23,3,11,0,28
CCN(CC)CCCN(Cc1cc2cc3c(cc2[nH]c1=O)OCO3)C(=S)NCc1ccco1,7,-1,-10,-0.5,-14,-2,23,0,10
COC(=O)c1cc2c(-c3ccccc3)cc3ccccn3c-2c1C(=O)OC,19,-3,3,14,1,-5,11,2,7
COc1cccc(-c2nc3ccc(C(=O)N4CCCC(O)C4)cc3o2)c1 (stereo unspecified),4,-1,0,0.3,4,2,4,-5,10
COc1ccc(N2CCN(C(=O)c3ccc(CS(=O)Cc4ccc(Cl)cc4)o3)CC2)cc1 (stereo unspecified),15,1,2,-1.0,-11,5,3,1,4
COc1ccc(CNC(=O)c2cccc3c2C(=O)N(Cc2cccnc2)C3)cc1,8,-1,16,0.3,21,-2,7,-2,5
COc1cc(C(=O)CSc2nncn2C)cc(OC)c1OC,-8,0,-5,-2.9,10,4,12,2,4
CCCCNC(=O)c1cc2c(=O)n(CC)c3ccccc3c2s1,-6,-5,20,-0.4,1,-2,10,0,25
COc1ccc(-n2c3c(cc(C(=O)Nc4ccc(C)cc4)c2=O)C(=O)CCC3)cc1,12,0,8,0.5,-4,-2,1,-1,-5
CC(=O)c1ccc(NC(=O)CN2C(=O)/C(=C/C=C/c3ccccc3)SC2=S)cc1,-3,9,8,-0.7,-21,-1,6,5,8
CCOC(=O)CNC(=O)CSc1nnc(-c2ccc(OC)cc2)n1CC,14,-2,4,-3.7,6,0,5,-2,4
COC(=O)c1c(NC(=O)c2nc3nc(C)cc(C(F)F)n3n2)sc2c1CCC2,27,4,5,1.0,11,0,29,0,-1
Cc1ccsc1/C=N\NC(=O)Cn1nnc2ccccc21,21,-2,6,-0.3,4,-5,-2,-3,-6
COC(=O)CCCCCCCCC(O)CN(C)C (stereo unspecified),-9,0,-5,0.4,0,-1,15,-3,-7
CN(C(=O)COC(=O)C1CSC2(C)CCC(=O)N12)c1ccccc1 (stereo unspecified),-1,-3,11,0.0,15,1,-3,4,9
Cc1ccc(-n2c3c(cc(C(=O)N4CCN(C)CC4)c2=O)C(=O)CC(C)(C)C3)cc1,1,-1,15,0.3,-1,2,0,-4,2
Cc1cc(N)n(-c2ccccc2C)n1,-1,-1,8,-2.3,2,0,-8,-3,16
Cc1csc2c(N3CCN(C(=O)c4ccc(C(C)(C)C)cc4)CC3)ncnc12,30,-1,33,96*,5,-4,46,4,27
CN(C)c1ccc(C(CNC(=O)c2ccco2)N2CCCC2)cc1 (stereo unspecified),-8,-3,-6,-0.8,-26,-4,-5,-5,4
CC(=O)c1sc(NC(=O)COc2ccc(C(C)C)c(C)c2)nc1C,10,0,9,5.8,5,-2,-9,-1,9
C/C(=N\NC(=O)c1cccs1)c1c(O)cc(C)oc1=O,4,1,5,-2.1,1,2,4,-5,7
O=C(CSC(=O)c1ccccc1)Nc1ccccc1F,-3,2,13,-1.9,8,-6,13,-4,19
O=C(Nc1cccc([N+](=O)[O-])c1)N1CCN(c2ccccc2)CC1,-5,-1,-8,10,12,-2,-9,0,4
Cc1cc2oc(=O)cc(CN3CCCCC3)c2cc1C(C)C,31,0,34,1.7,11,-2,36,-4,15
COc1ccc(NC(=O)CN(C)S(=O)(=O)c2ccc(Br)s2)cc1OC,-35,0,-15,-1.1,3,0,-22,0,1
Cc1cc(NS(=O)(=O)c2ccc(NC(=S)NC(=O)c3ccc(Cl)cc3Cl)cc2)no1,-25,2,-7,0.5,30,-1,-1,0,7
COc1ccc(NC(=O)C2=C(C)NC(=O)NC2c2ccccc2[N+](=O)[O-])cc1 (stereo unspecified),0,0,1,2.2,14,1,1,-3,-9
CCOc1cc(CN2CCCCC2)ccc1OC,7,-1,6,-2.1,-26,-1,25,0,26
Cc1cc(C)c(S(=O)(=O)Nc2c(C)[nH]c(=O)[nH]c2=O)c(C)c1,-17,-1,-7,-0.5,10,-2,2,3,9

(further entries)
SMILES,tim10-1 inh,GRIN3A LBD mod,TIM10 inh,MPTP inh,APJ antag,beta cell repl,tim23-1 inh,APJ agonist,NLRP3 yeast inh
Cc1nc2ccc(S(=O)(=O)NC(C(=O)N3CCC(C)CC3)C(C)C)cc2s1 (stereo unspecified),29,-1,12,-0.9,8,-1,36,5,6
O=C(c1ccccc1)C1CCN(C(=O)c2cccs2)CC1,5,1,12,-2.1,12,-1,13,2,24
COc1cccc(CNC(=O)C2CCN(S(=O)(=O)c3ccc4c(c3)CC(C)N4C(=O)C3CC3)CC2)c1 (stereo unspecified),11,0,8,-0.5,-9,-3,16,-2,9
O=C(c1ccc(S(=O)(=O)Nc2ccccc2F)cc1)N1CCCCCC1,12,2,6,-1.0,-2,3,17,-2,17
CCOC(=O)Cn1c(=O)oc2cc(S(=O)(=O)NCC3CCCO3)ccc21 (stereo unspecified),10,-2,-12,0.2,2,-3,6,0,2
N#Cc1ccc(CSc2nnc(-c3ccccc3)n2Cc2ccco2)cc1,21,-1,-12,0.8,12,2,31,-3,2
O=C(COc1ccccc1)Nc1nnc(S(=O)(=O)N2CCCCC2)s1,1,-19,-10,-0.9,-7,-1,-8,-2,18
COc1ccc(C)cc1S(=O)(=O)Nc1ccc2c(c1)N(C(C)=O)CCC2,-1,0,14,-1.3,13,1,12,-3,9
CCCCOC(=O)n1c(=O)oc2ccccc21,17,0,1,-1.3,-18,-1,23,-3,23
Cc1ccc2c(c1)nnn2C1CCN(S(=O)(=O)c2ccc3ccccc3c2)CC1,35,2,34,-0.3,9,-2,33,-6,7
CC1CCc2c(sc(NC(=O)c3ccc(Cn4cc([N+](=O)[O-])cn4)o3)c2C#N)C1 (stereo unspecified),34,-7,38,0.9,9,-2,24,5,13

High-throughput results (PubChem BioAssay)
